Source: PubChem BioAssay (National Center for Advancing Translational Sciences (NCATS))
AmpC no deterg: qHTS Inhibitors of AmpC Beta-Lactamase (assay without detergent). P00811. AmpC nitrocefin hydrolysis, absorbance 480 nm, 0.0001% Triton. Potency, µM (titrated, usually from 57.1 µM), for inactives: at the top dose activity change, negative = inhibition, most hits filed as inhibitors. actives 0.52% (n = 330,000);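 also: potency is read from the fitted curve at half-maximal effect; plate controls were no compound for no effect and no enzyme for full effect; nearly all actives have a fitted effect of over 20% in size; some results filed as inactive show a strong effect at the top dose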
Target sequence (P00811 whole entry, looked up): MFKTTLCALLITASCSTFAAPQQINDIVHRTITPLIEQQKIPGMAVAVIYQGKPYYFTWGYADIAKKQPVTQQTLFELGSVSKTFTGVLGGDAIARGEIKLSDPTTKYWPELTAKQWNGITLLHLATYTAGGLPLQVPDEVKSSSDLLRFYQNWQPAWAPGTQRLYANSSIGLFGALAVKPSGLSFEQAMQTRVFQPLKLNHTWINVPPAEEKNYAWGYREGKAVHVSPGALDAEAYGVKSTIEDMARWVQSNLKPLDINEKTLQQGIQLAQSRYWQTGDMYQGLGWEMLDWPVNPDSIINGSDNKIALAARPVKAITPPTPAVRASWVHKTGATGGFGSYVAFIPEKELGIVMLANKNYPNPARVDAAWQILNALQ
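20 mM phosphate pH 7.0 + 0.01% (detergent screen) or 0.0001% Triton X-100; 5.3 nM AmpC reagent; cpd preinc 15 min RT; nitrocefin (800 uM stock) to start; A480 q20 s × 4 min; Activity was normalised to no-enzyme and no-compound control wells.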
Sm TGR inh: qHTS Assay for the Inhibitors of Schistosoma Mansoni Peroxiredoxins. AID 485364, 2010. purified TGR, DTNB reduction, TNB absorbance 405 nm. Schistosoma mansoni thioredoxin glutathione reductase (TGR), Q962Y6. Potency, µM (titrated, usually from 114 µM), inactives show at the highest dose activity change, negative = inhibition, most hits filed as inhibitors. actives 3% (n = 360,000); also: potency is read from the fitted curve at half-maximal effect; nearly all actives have a fitted effect of over 60% in size
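TGR 20 nM + NADPH 100 uM (dispensed conc.), cpd preinc 15 min RT; start with NADPH (500 uM addition) then DTNB (15 mM addition). Kinetic TNB absorbance, 405 nm filter. Four-parameter Hill fit across titration.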
HCV inhibitor: qHTS Assay for Inhibitors of Hepatitis C Virus (HCV); Huh7.5.1 HCVcc-Cre infection, luciferase reporter, 44 h; Potency, µM (series often up to 41.8 µM), without a hit: at the highest dose activity change, negative = inhibition, most hits filed as inhibitors; actives 3.4% (n = 340,000); AID 651820, 2012; also: potency is read from the fitted curve at half-maximal effect
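Cells (1,000/well) were plated 4 h before compound, then infected with HCVcc-Cre virus (~0.5 moi). After 44 h further culture, infection was read as luciferase luminescence following a 15 min substrate incubation at room temperature.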
AmpC inh detg: qHTS Inhibitors of AmpC Beta-Lactamase (assay with detergent). actives 0.041% (n = 370,000). Potency, µM (highest dose often 114 µM), without a hit: at the highest dose activity change, negative = inhibition, most hits filed as inhibitors. P00811. AmpC hydrolysis of nitrocefin, absorbance 480 nm, 0.01% Triton;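 also: potency is read from the fitted curve at half-maximal effect; 0% = no-compound wells and -100% = no-enzyme wells; nearly all actives have a fitted effect of over 25% in size; some results filed as inactive show a strong effect at the top dose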
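20 mM phosphate pH 7.0 + 0.01% (detergent screen) or 0.0001% Triton X-100; 5.3 nM AmpC reagent; cpd preinc 15 min RT; nitrocefin (800 uM stock) to start; A480 q20 s × 4 min; Activity was normalised to no-enzyme and no-compound control wells.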
HCMV inh: qHTS Assay for inhibitors of the human cytomegalovirus (HCMV). activity change, negative = inhibition, % at 57.5 µM. HFF cells, HCMV-luciferase reporter, 72 h; active compounds read low. actives 4.5% (n = 410,000); in the data active = activity change below about -60%; inconclusive = no clear call, values can overlap the other calls; inactive = above about -39%
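Human foreskin fibroblasts infected with luciferase-reporter HCMV at MOI 1 PFU/cell, compounds at two doses. Luciferase measured 72 h post infection; normalized to buffer-only basal and Salinomycin (10uM) controls.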
Giardia FBPA inh: qHTS Assay for Inhibitors of Fructose-1,6-bisphosphate Aldolase from Giardia Lamblia; purified Giardia FBPA; Potency, µM (top dose mostly 59.6 µM), for inactives: at the highest dose activity, negative = inhibition, actives largely listed as inhibitors; actives 0.71% (n = 290,000); AID 2451, 2010; also: potency is read from the fitted curve at half-maximal effect; nearly all actives have a fitted effect of over 55% in size
Target sequence (A8B2U2 whole entry, looked up): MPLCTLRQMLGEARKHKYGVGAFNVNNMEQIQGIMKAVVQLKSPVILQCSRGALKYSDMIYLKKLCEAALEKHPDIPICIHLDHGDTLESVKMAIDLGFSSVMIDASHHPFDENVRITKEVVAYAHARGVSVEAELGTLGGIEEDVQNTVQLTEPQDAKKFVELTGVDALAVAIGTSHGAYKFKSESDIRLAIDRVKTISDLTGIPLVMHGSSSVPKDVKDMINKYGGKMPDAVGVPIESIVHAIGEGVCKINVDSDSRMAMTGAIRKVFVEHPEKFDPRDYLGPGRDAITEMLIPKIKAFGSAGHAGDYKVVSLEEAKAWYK
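40 nM FBPA preincubated 10 min at RT with compound (up to 57.5 uM final), then substrate plus GAPDH/TPI/NAD/arsenate coupling and diaphorase/resazurin added. Fluorescence read after 20 min at RT, 525/598 nm.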
Numbers without * were called inactive; ? = inconclusive; . = no result given; & = joins results of further samples; [ ] = remark or other dose. Unless noted, calls follow the shape of the dose curve; as a rule, active = well fitted curve in the direction sought with a large enough effect; inconclusive = small, poorly fitted or top-dose-only effect, or another doubt; inactive = no such curve, though single readings can be large; an effect the other way counts as inactive or inconclusive. Unless noted, % is scaled to controls: 0 for no effect and ±100 for the full control effect.

SMILES	AmpC no deterg	Sm TGR inh	HCV inhibitor	AmpC inh detg	HCMV inh	Giardia FBPA inh
COc1ccc(S(=O)(=O)N2CCN(Cc3ccccc3)CC2)c(C)c1	47%	-16%	-10%	-6%	-21	8%
CC1(c2ccccc2)NC(=O)N(CC(=O)N2CC(=O)Nc3ccccc32)C1=O (configuration not stated)	-7%	.	10%	.	20	.
Cc1cc(Cl)ccc1OC(C)C(=O)Nc1ccc([N+](=O)[O-])cn1 (configuration not stated)	-25%	-1%	?	-13%	-26	0%
Cc1ccc(C(=O)Nc2c(-c3cccs3)c(=O)c3ccccc3n2C)cc1	-11%	-7%	?	1%	18	-7%
CC(C)Cn1c(CN2CCN(C(=O)c3ccco3)CC2)nc2c1c(=O)n(C)c(=O)n2C	25%	-18%	12%	-5%	40	-1%
CCc1cccc(C)c1NC(=O)c1cc(S(=O)(=O)N2CCC3(CC2)OCCO3)ccc1F	.	-2%	.	3%	-5	.
COc1ccc(N(C(=O)COc2ccc(F)cc2)S(=O)(=O)c2ccc(C)cc2)cc1	-23%	-3%	1%	-5%	-30	-2%
O=C(c1nc2ccc(Cl)cn2c1CN1CCCC(CO)C1)N1CCc2ccccc2C1 (configuration not stated)	51%	-14%	?	-1%	-4	11%
COC(=O)c1[nH]c2cc(OC)ccc2c1NC(=O)CN1CCOCC1	-15%	-2%	-25%	-6%	.	-3%
CN(C(=O)c1ccc(OC2CCN(CCc3ccccc3)CC2)cc1)C1CCOCC1	20%	12%	15%	5%	?	3%
COc1ccc(-c2cc(C(F)(F)F)n3ncc(C(=O)Nc4c(C)n(C)n(-c5ccccc5)c4=O)c3n2)cc1	-6%	-18%[57.1 µM]	.	0%	.	6%
O=C(c1ccccc1)N1CCN(C(=O)c2ccc(OC(F)(F)F)cc2)CC1	51%	0%	5%	-3%	-25	-1%
C=CCOc1ccc(C2C(C(=O)c3ccco3)=C(O)C(=O)N2c2nnc(C)s2)cc1 (configuration not stated)	-33%	-26%[57.1 µM]	8%	-2%	-31	?
Cc1ccc(S(=O)(=O)Nc2cc(=O)[nH]c(SCc3ccccc3Cl)n2)cc1	10µM*	-2%	?	?	-66*	3%
CC(=O)N(CN1C(=O)C2C3C=CC(C3)C2C1=O)c1cccc(Cl)c1 (configuration not stated)	118%[activator]	-5%	14%	1%	?	15%
CCOC(=O)CC1C(=O)NCCN1c1nc2ccc(C)cn2c(=O)c1/C=C1\SC(=S)N(C(C)CC)C1=O (configuration not stated)	4%	1%	.	-1%	.	-21%
Cc1oc2c(c(C)cc3oc(=O)c(CC(=O)N[C@H](C(=O)O)C(C)C)c(C)c32)c1C	-4%	-29%	13%	-4%	22	12%
O=C(NCCCNCCCNC(=O)c1ccc(/C=N/O)nc1)c1ccc(/C=N/O)nc1	-7%	-21%	14%	3%	17	4µM*
O=C(Nc1ccc(Oc2ccccc2)nc1)C1CCN(Cc2ccccc2)CC1	-1%	-18%	?	7%	-21	.
COc1ccc(CCNC(=O)C(C)n2c(=O)cc(C(F)(F)F)c3c(C)nn(C)c32)cc1OC (configuration not stated)	.	1%	.	24%	-11	.
O=C(COCc1cc(-c2cccs2)on1)Nc1cccc(Cl)c1Cl	.	8%	.	19%	-6	.
CCOc1ccccc1N(C(C)=O)S(=O)(=O)c1ccc(Cl)cc1	-6%	0%	4%	2%	-25	-1%
CCc1ccc(CN(C)Cc2nc(Cc3cccc(C(F)(F)F)c3)no2)nc1	174%[activator]	-15%	12%	-7%	-18	?
COc1ccc(CC(=O)NCCC2=CCCCC2)cc1	-8%	9%	7%	?	9	7%
CCOC(=O)Cn1c(C)c(Br)c(COC)c(C#N)c1=O	-1%	-24%	1%	-5%	-23	-2%
CC(C)CN(C(=O)COC(=O)c1cccnc1Cl)c1c(N)n(Cc2ccccc2)c(=O)[nH]c1=O	-10%	-1%	19%	-3%	-21	.
COc1ccc(CCNS(=O)(=O)c2ccc3oc(C(=O)O)c(C)c3c2)cc1OC	-18%	1%	7%	-7%	46	15%
CCC1CCCCN1C(=O)CSc1nc(C)cc(C)n1 (configuration not stated)	-5%	7%	12%	3%	-29	1%
O=C(O)C1=C[C@H](c2cccs2)C[C@H](OCc2ccc(CO)cc2)O1	-22%	35µM*	15%	1%	9	7%
CCCCC(=O)Nc1nnc(SCC(=O)NCC2CCCO2)s1 (configuration not stated)	-11%	2%	1%	?	-11	.
O=C(Nc1ccc(Br)cc1)c1ccc(Cl)c(S(=O)(=O)N2CCCCCC2)c1	.	13%	.	1%	-32	.
COC(=O)c1sccc1NC(=O)CN(C)NS(=O)(=O)c1ccc(Cl)cc1	-6%	?	20%	-7%	15	1%
O=C(CN(CCc1ccccc1)S(=O)(=O)c1ccc(Br)cc1)N/N=C/c1ccccc1C(=O)O	-20%	-18%	7%	-5%	-30	17%
COc1nc(-c2ccccc2)cc(-c2ccc3c(c2)OCO3)c1C#N	-16%	28%	?	10%	-21	8%
Cc1ccc(C2(C)NC(=O)N(CC(=O)N3CCN(S(=O)(=O)c4cccc([N+](=O)[O-])c4)CC3)C2=O)cc1 (configuration not stated)	88%[activator]	.	2%	.	-12	.
CCOC(=O)c1cnc2c(C)cccc2c1NCCCN1CCOCC1	-1%	-24%	-14%	?	-17	-1%
CC(=O)c1cccc(NC(=O)Cn2nc(C(F)(F)F)c3c2CCC3)c1	.	6%	.	30%	0	.
O=c1[nH]nc(-c2ccc(F)cc2)cc1Cc1ccccc1	-31%	14%	-5%	3%	35	7%
CCCOc1ccc(C2C(C(=O)c3cc4ccccc4o3)=C(O)C(=O)N2c2cc(C)on2)cc1 (configuration not stated)	-38%	-25%	1%	-14%	-15	5%
CSc1ccc(CN(C)CCc2ccccn2)cc1	-2%	5%	18%	-4%	-24	14µM*
CCCCCc1ccc(OCCCC[n+]2ccc(C)cc2)c(CCCCC)c1	252%[activator]	-12%	6.3µM*	-6%	-100*	-1%
COC(=O)C1CCN(C(=O)CSc2nnc(-c3ccncc3)o2)CC1	-14%	2%	-12%&11%	-9%	0	5%
Cc1ccc(C)c(N2CCN(S(=O)(=O)c3cc(C(=O)Nc4ccc(Oc5ccccc5)cc4)ccc3F)CC2)c1	.	1%	.	4%	-65*	.
COc1ccccc1C(=O)N/C(=C/c1cccc([N+](=O)[O-])c1)C(=O)Nc1cccc(C(=O)O)c1	-18%	-16%	-9%	2%	-13	10%
Cc1cc(Br)c(NC(=O)COC(=O)c2ccc[n+]([O-])c2)c(Br)c1	-15%	.	2%	.	0	.
COc1nc(NCCO)nc(Nc2cc(Cl)ccc2OC)n1	-6%	81%[activator]	-29%	?	36	-2%
O=C(COC(=O)c1ccccc1O)NCCCc1ccccc1	-21%	1%	-3%	?	42	-2%
O=C(Nc1ccc(F)cc1)c1cccnc1	-10%	1%	7%	1%	23	1%
O=C(CSc1nc(-c2ccco2)cc(C(F)(F)F)n1)Nc1ccc2c(c1)OCO2	-36%	1%	3.5µM*	-7%	?	12%
CCOC(=O)CCCCNC(=O)Nc1ccccc1	12%	4%	6%	3%	1	0%
C=CCOc1ccc(/C=N/NC(=O)C(=O)Nc2ccccn2)cc1OC	18%	-2%	-1%	2%	-22	0%
N#CCCN(Cc1ccccc1)C(=O)Nc1ccc2c(c1)CCO2	-6%	63%[activator]	9%	1%	16	9%
CSC1=NSC2=NC(=O)/C(=C\c3coc4ccccc4c3=O)C(=N)N12	-26%	-23%	25%	?	12	7%
COc1ccc(NC(=O)COC(=O)CNC(=O)c2cccs2)cc1Cl	-22%	3%	6%	5%	4	.
CCOP(=O)(OCC)c1nc(Cc2ccccc2)oc1NCc1ccccc1	78%[activator]	-36%	-10%	5%	2	0%
O=C(NNC(=S)NC(=O)c1ccco1)c1ccc(NC(=O)c2ccccc2)cc1	-26%	-5%	?	-5%	?	26%
Fc1ccc(C2c3[nH]c4ccccc4c3CCN2Cc2ccoc2)cc1 (configuration not stated)	-49%	?	-1%	1%	-16	-5%
O=C1c2ccccc2C(=O)C1c1ccccn1	-12%	5%	-9%	15%	3	-5%
CC1(C)CC(=O)C2=C(C1)OC(N)=C(C#N)C2c1cn(-c2ccccc2)nc1-c1ccccc1 (configuration not stated)	-49%	-7%	-4%	?	9	-4%
Nc1nonc1C(=O)NCCNCc1ccccc1OCc1ccc(F)cc1	-3%	-12%	?	2%	-10	-7%

Sorted by length of the SMILES (smallest number first): some entries from above
SMILES	AmpC no deterg	Sm TGR inh	HCV inhibitor	AmpC inh detg	HCMV inh	Giardia FBPA inh
O=C(Nc1ccc(F)cc1)c1cccnc1	-10%	1%	7%	1%	23	1%
COc1ccc(NC(=O)COC(=O)CNC(=O)c2cccs2)cc1Cl	-22%	3%	6%	5%	4	.
C=CCOc1ccc(/C=N/NC(=O)C(=O)Nc2ccccn2)cc1OC	18%	-2%	-1%	2%	-22	0%
O=C(NNC(=S)NC(=O)c1ccco1)c1ccc(NC(=O)c2ccccc2)cc1	-26%	-5%	?	-5%	?	26%

Later entries.
SMILES	AmpC no deterg	Sm TGR inh	HCV inhibitor	AmpC inh detg	HCMV inh	Giardia FBPA inh
Cc1ccc(OCC(=O)NCCc2c[nH]c3ccccc23)cc1	-18%	0%	1%	1%	10	-1%
CCN(CC(=O)Nc1ccc(NC(C)=O)cc1)Cc1c(O)ccc2cc(Br)ccc12	-55%	0.79µM*	15%	-6%	-36	3%
CN(C)S(=O)(=O)N1CCN(C(=O)N2CCOCC2)CC1	-20%	-1%	11%	3%	-101*	6%
CCc1ccccc1-n1nnnc1-c1cnccc1C(F)(F)F	-1%	2%	17%	-12%	-17	-4%
Cc1ccc(NCc2nnc(SCC(=O)c3ccc4c(c3)OCCO4)o2)c(C)c1	-14%	-1%	0%	?	?	-1%
CN(C)C(=S)NCc1ccccc1	-1%	6%	21%	0%	4	2%
CCc1nnc(NC(=O)CSc2ncnc3c2oc2ccccc23)s1	1%	-22%	13%	-5%	3	3%
COc1ccc(C(=O)N/N=C2\CCS(=O)(=O)c3ccc(F)cc32)cc1OC	-14%	2%	-5%	-8%	?	3%
COc1ccccc1N(CC(=O)NC1CCCCC1C)S(=O)(=O)c1cccs1 (configuration not stated)	15%	.	-9%	.	-35	.
N/C(=N\OC(=O)Nc1ccccc1)c1cccc(C(F)(F)F)c1	-23%	9%	7%	0%	27	-12%
O=c1[nH]c(=O)n(Cc2ccccc2)c(O)c1C=Nc1ccc(CN2CCOCC2)cc1	6%	35µM*	18%	-12%	1	-4%
CCOC(=O)c1ccc(N2C=C(C(=O)OC)C(c3cccc(O)c3)C(C(=O)OC)=C2)cc1	21%	2%	-23%	-3%	0	-2%

Reformatted bar-delimited: 2 of the compounds above.
SMILES | AmpC no deterg | Sm TGR inh | HCV inhibitor | AmpC inh detg | HCMV inh | Giardia FBPA inh
COc1ccc(C(=O)N/N=C2\CCS(=O)(=O)c3ccc(F)cc32)cc1OC | -14% | 2% | -5% | -8% | ? | 3%
COc1ccccc1N(CC(=O)NC1CCCCC1C)S(=O)(=O)c1cccs1 (configuration not stated) | 15% | . | -9% | . | -35 | .
